Tn7 DDE FP: inhibitors of Tn7 peptide binding to fibrin DD(E), primary screen, biochemical, fluorescence polarization, human fibrin, Tn7 probe; Fibrinogen beta chain (Homo sapiens), P02675; 0.13% of 370,000 active; FP displacement of FITC-Tn7 peptide from fibrin DD(E); 0% = median of compound wells per plate; inhibition, % at 8.3 µM;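 active means inhibition above the mean of compounds falling within the control limits plus 3 SD of them, cut at about 14% in these data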;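 further: 0% = plate median of compound wells and 100% = 10 µM Aha-Tn7 peptide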
Target sequence (P02675 whole entry, looked up): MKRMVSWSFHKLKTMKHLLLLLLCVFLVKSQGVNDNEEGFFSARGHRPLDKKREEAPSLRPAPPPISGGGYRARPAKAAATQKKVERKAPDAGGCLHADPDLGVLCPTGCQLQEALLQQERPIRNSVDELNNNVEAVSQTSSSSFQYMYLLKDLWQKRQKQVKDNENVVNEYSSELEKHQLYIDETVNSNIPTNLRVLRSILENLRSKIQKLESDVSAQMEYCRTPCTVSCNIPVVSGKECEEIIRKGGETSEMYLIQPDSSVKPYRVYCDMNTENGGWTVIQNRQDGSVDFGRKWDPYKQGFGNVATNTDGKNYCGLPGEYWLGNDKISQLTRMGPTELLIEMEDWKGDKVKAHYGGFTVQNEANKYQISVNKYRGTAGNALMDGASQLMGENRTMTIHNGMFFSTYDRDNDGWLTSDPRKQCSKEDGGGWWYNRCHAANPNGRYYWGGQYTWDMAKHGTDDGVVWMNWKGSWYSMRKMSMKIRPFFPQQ
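assay system = human clot-derived fibrin DD(E) complex | quantity = Fibrin-DD(E) at 2 µM final | timing = 10 min preincubation, 3 h with tracer, room temperature | signal = fluorescence polarization | measure = percent inhibition | benchmarks = high control wells with 10 µM unlabelled Aha-Tn7 peptide (full inhibition) | replicates = singlicate testing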
PLC-beta3 inh: human PLC-beta3 inhibitors, primary screen, biochemical, fluorescence. 1-phosphatidylinositol 4,5-bisphosphate phosphodiesterase beta-3 (Homo sapiens), Q01970. Purified PLC-beta3, fluorogenic substrate. inhibition, % at 12.2 µM. 0.18% of 370,000 active. AID 720704, 2013; in the data active means inhibition above about 11%;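 further: 0% = median of compound wells on plate and 100% = full blocker control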
ADAM10 inh: human ADAM10 inhibitors, primary screen, biochemical, QFRET, HTS | 0.62% of 370,000 active | AID 720582, 2013 | recombinant ADAM10, EDANS/DABCYL FRET peptide cleavage, 3 h | Disintegrin and metalloproteinase domain-containing protein 10 (Homo sapiens), O14672 | inhibition, % at 7 µM;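 active means inhibition above a per-campaign cutoff equal to the mean of compounds falling between control-based bounds plus 3 SD, cut at about 20% in these data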;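 further: 0% = DMSO wells while the 100% control is not disclosed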
SIAE primary: human SIAE inhibitors, primary screen, biochemical, fluorescence polarization, FP-Rh probe, 1536-well HTS. Sialate O-acetylesterase (Homo sapiens), Q9HAT2. SIAE FP-Rh probe binding. inhibition, % at 9.66 µM. 0.69% of 370,000 active. AID 1053197, 2014;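 active means inhibition above a cutoff: mean of compounds within the control limits plus 3 SD of those, cut at about 17% in these data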;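 further: 0% = plate median of compound wells and 100% = probe without SIAE protein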
DDE Tn6 FP inh: inhibitors of Tn6 peptide binding to fibrin DD(E), primary screen, biochemical, fluorescence polarization, human fibrin, Tn6 probe. Fibrinogen beta chain (Homo sapiens), P02675. Fibrin DD(E) TRITC-Tn6 fluorescence polarization displacement. inhibition, % at 8.3 µM. 0.21% of 370,000 active. AID 720509, 2013;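 active means inhibition above a per-campaign cutoff: mean of compounds within control limits plus 3 SD, cut at about 15% in these data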;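 further: 0% = median of all compound wells on the plate and 100% = blocking peptide control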
PLC-gamma1 inh: PLC-gamma1 enzyme inhibitors, primary screen, biochemical, fluorescence, purified enzyme; 1-phosphatidylinositol 4,5-bisphosphate phosphodiesterase gamma-1 (Homo sapiens), P19174; fluorogenic substrate; 0.84% of 370,000 active; inhibition, % at 12.2 µM; AID 720700, 2013; in the data active means inhibition above about 9.5%
TDP2 inh: human TDP2 enzyme inhibitors, primary screen, biochemical, epi absorbance, recombinant enzyme; Tyrosyl-DNA phosphodiesterase 2 (Homo sapiens), O95551; T5PNP hydrolysis, p-nitrophenol absorbance 415 nm; inhibition, % at 12.8 µM; 0.34% of 370,000 active; AID 720702, 2013;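 active means inhibition above the mean of all tested compounds plus 3 SD, set per campaign, cut at about 25% in these data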;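 further: 0% = DMSO with enzyme and 100% = buffer with substrate but no TDP2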
Target sequence (O95551 whole entry, looked up): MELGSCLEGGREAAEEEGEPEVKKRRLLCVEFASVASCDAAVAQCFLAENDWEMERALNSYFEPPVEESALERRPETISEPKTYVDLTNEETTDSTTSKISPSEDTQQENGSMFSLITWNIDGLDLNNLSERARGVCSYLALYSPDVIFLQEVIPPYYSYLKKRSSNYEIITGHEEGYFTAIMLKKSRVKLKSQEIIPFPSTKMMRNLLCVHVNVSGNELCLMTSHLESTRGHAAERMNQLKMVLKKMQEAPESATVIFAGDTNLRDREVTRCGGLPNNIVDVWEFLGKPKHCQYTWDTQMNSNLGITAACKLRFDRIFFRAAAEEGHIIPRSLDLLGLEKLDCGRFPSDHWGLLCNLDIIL
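System: recombinant human TDP2 / Amount: 120 nM TDP2 per well / Also added: 5 mM T5PNP chromogenic substrate / Doses: 12.8 µM single point, 1% DMSO / Incubation: 2 h at 37 °C / Detection: p-Nitrophenol epi absorbance / Evaluation: % inhibition relative to enzyme-containing and enzyme-free wells / Repeats: singlicate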
ADAM17 inh: ADAM17 inhibitors, primary screen, biochemical, QFRET. Disintegrin and metalloproteinase domain-containing protein 17 (Homo sapiens), P78536. recombinant ADAM17, EDANS/DABCYL FRET peptide cleavage. inhibition, % at 6.95 µM. 0.83% of 370,000 active;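 active means inhibition above the mean of compounds lying between control limits plus 3 SD, set per campaign, cut at about 8.5% in these data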;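 further: 0% = DMSO-only wells as the low control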
ASAP1 GAP inh: inhibitors of human ASAP1 ArfGAP activity, primary screen, biochemical, fluorescence polarization. Arf-GAP with SH3 domain, ANK repeat and PH domain-containing protein 1 (Homo sapiens), …. ASAP1-stimulated ARF1 GTP hydrolysis, GDP FP detection. inhibition, % at 16.5 µM. 0.19% of 360,000 active. AID 624377, 2012; in the data active means inhibition above about 25%;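 further: 0% = vehicle with enzyme and substrate and 100% = no enzyme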
ARFGAP1 inhibitor: inhibitors of rat ARFGAP1 GAP activity, primary screen, biochemical, fluorescence polarization, GDP tracer; ADP-ribosylation factor GTPase-activating protein 1 (Rattus norvegicus), Q62848; Arfgap1-stimulated ARF1 GTP hydrolysis, GDP FP detection; inhibition, % at 16.5 µM; 0.26% of 360,000 active; AID 651572, 2012;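 active means inhibition above a per-plate limit, mean inhibition of low control wells plus 3 SD, cut at about 25% in these data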;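 further: 0% = DMSO wells with enzyme and 100% = wells lacking Arfgap1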
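Assay system: purified rat His6-Arfgap1 residues 1-136 (GAP domain); Reagent: human Δ17 ARF1 bound to GTP; Dosing: 16.5 µM single point, 1.26% DMSO; Times: GTP hydrolysis reaction 2 h at 25 °C; Signal: FP, GDP Alexa 633 tracer displaced from anti-GDP antibody, 620/688 nm; Measure: % inhibition from polarization.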
Active calls of the source: *; . = not tested or not shown. Compounds were not picked by outcome; 3.6% or so of the library scored in one or more.

SMILES	Tn7 DDE FP	PLC-beta3 inh	ADAM10 inh	SIAE primary	DDE Tn6 FP inh	PLC-gamma1 inh	TDP2 inh	ADAM17 inh	ASAP1 GAP inh	ARFGAP1 inhibitor
Cc1ccccc1NC(=S)NC(=O)/C=C/c1ccco1	3	-12	-6	1	5	-1	-1	0	2	6
CC(C)C(=O)OCCCN1CCC2(CCC(c3ccccc3)CC2)C1=O (stereo not drawn)	7	-1	1	1	7	-1	5	-1	.	.
COc1ccccc1NC(=O)CN1CCCCC1	3	1	-8	2	0	1	-5	5	-14	4
CCc1nc2ccc(C(=O)N3CCN(c4ccc([N+](=O)[O-])cc4)CC3)cc2nc1CC	-5	-3	13	-1	-4	4	-14	7	5	2
C=CCN(C(=O)c1csnn1)C(C(=O)NCc1ccccc1)c1c(F)cccc1Cl (stereo not drawn)	8	-3	-9	4	12	-2	15	-1	10	-6
OCC[C@H]1C[C@@H](O)[C@H](O)[C@]2(CCCO2)O1	-8	2	1	-3	3	5	-7	0	8	-6
CN(c1ccccc1)c1nccc(=O)[nH]1	4	-5	6	10	7	2	9	1	4	-2
COc1cc(S(=O)(=O)Nc2ccccc2C)ccc1NC(=O)c1ccncc1	-2	1	9	-3	2	1	-4	-1	-1	4
CCCn1c(N)c(N(CCOC)C(=O)CCC2CCCCC2)c(=O)[nH]c1=O	-6	-4	-4	2	2	-1	8	-3	-3	-2
CCOc1ccc(/C=C/C2=CC(C)(C)NC(=S)N2)cc1	0	-7	-14	1	6	-7	-3	-5	0	-3
COc1ccc(CN2CCN(CC=C(C)C)C(CCO)C2)cc1Cn1cccn1 (stereo not drawn)	-2	1	-11	-4	-1	-2	1	-3	8	-4
CCOC(=O)c1c(-c2ccccc2)csc1NC(=O)/C(C#N)=C/c1ccc(O)c(OC)c1	4	-11	5	19*	5	-9	11	-1	1	1
Cc1noc(C)c1S(=O)(=O)Nc1ccc2c(c1)C(=O)N([C@H](C)CO)C[C@H](C)[C@@H](CN(C)Cc1ccc(C(=O)O)cc1)O2	5	-8	-1	0	1	-4	5	-6	-6	5
COc1ccc(CNC(=S)N/N=C(/C)c2ccccc2)cc1	-1	-4	6	13	0	1	8	2	5	-3
c1ccc(-c2ccc(-c3nc(-c4ccncc4)no3)cc2)cc1	-2	4	-4	3	5	1	1	-2	6	5
CC(C)C[C@@H](C(=O)O)N(Cc1cccc(CN([C@@H](CC(C)C)C(=O)O)S(C)(=O)=O)c1)S(C)(=O)=O	2	6	2	-3	2	1	6	-2	2	4
Cc1c(NC(=O)c2ccc(F)cc2)c(=O)n(-c2ccccc2)n1C	-1	6	-5	-3	-6	1	4	1	-7	7
O=C(OCC(=O)N1CCCC1)c1cnc(Cl)c(Cl)c1	1	-2	-10	2	6	1	5	-4	6	-3
Cc1ccc2cccc(OC(=O)c3ccc4c(c3)OCCO4)c2n1	-9	4	5	0	-7	3	5	-2	12	5
Nc1nc(Cl)cc(NCCc2ccc(O)cc2)n1	-1	4	3	8	2	2	0	3	2	18
CCC(CC)C(=O)Nc1cccc(C(=O)N2CCCCCC2)c1	11	1	4	2	2	1	-4	-5	-4	3
COc1ccc(CN2CC[C@H]3C=CCc4cccc(c43)C2)cc1	-4	-16	-9	4	1	-13	4	-5	5	-6
CCN(Cc1cn(Cc2ccccc2)nn1)S(=O)(=O)c1ccc(N2CCCC2)cc1Br	0	-2	4	0	-2	2	4	3	.	.
COc1ccccc1N1CCN(/N=C/C=C\c2ccco2)CC1	-1	5	10	5	4	6	0	2	9	5
O=C(NCCC1=CCCCC1)C1CCN(c2nnc(-n3cccc3)s2)CC1	0	3	4	7	-3	0	3	2	12	5
Following part.
SMILES	Tn7 DDE FP	PLC-beta3 inh	ADAM10 inh	SIAE primary	DDE Tn6 FP inh	PLC-gamma1 inh	TDP2 inh	ADAM17 inh	ASAP1 GAP inh	ARFGAP1 inhibitor
COc1ccc(NC(=O)CCN2CCN(c3ccccc3F)CC2)c(OC)c1	6	-5	0	2	4	0	7	-3	4	-1
O=C(O)c1ccc(Sc2nnnn2-c2ccccc2)c([N+](=O)[O-])c1	-3	0	-6	-4	-2	0	-7	4	9	10
CCOc1ccc2ccccc2c1C(=O)N1CCN(c2ccccc2)CC1	13	0	4	-2	-4	-2	-12	-3	2	1
O=C(NCc1ccccc1)c1ccc(NC(=O)C2CCCCC2)cc1	6	-3	-14	-1	2	2	5	-5	0	0
CN(/N=C/c1ccc2c(c1)OCO2)c1nc(N2CCOCC2)nc(N2CCOCC2)n1	-4	1	7	-2	2	0	-1	-1	5	3
Cc1ccc(C)c(C(=O)OCC(=O)Nc2cccc(S(=O)(=O)N3CCCCC3)c2)c1	2	-5	8	-86	-3	3	-2	12*	2	3
Cc1cc(C)cc(OCC(=O)OCC(=O)Nc2c(C)n(C)n(-c3ccccc3)c2=O)c1	-2	1	-6	5	0	1	10	-3	-1	6
Cc1ccc(CN2CCCNC2=O)cc1	-5	4	0	-2	2	4	6	-2	4	-9
CC(NC(=O)c1ccncc1)c1ccc(Cl)cc1Cl (stereo not drawn)	-3	-5	0	2	-1	1	1	3	-9	0
O=C(NCC1(c2ccccc2)CCCC1)c1ccc(Br)cc1	-2	-1	-8	-1	1	3	-5	1	4	-4
CN(C)CCNC(=O)C(=O)NCC1OCCN1S(=O)(=O)c1cc(F)ccc1F (stereo not drawn)	-8	-1	7	-5	-6	3	-1	-3	-4	-5
O=S(=O)(/C=C/c1ccccc1)N1CCN(c2nc(-c3cccnc3)nc3ccccc23)CC1	-2	-18	-6	-5	10	-15	1	0	-1	-1
COc1cccc(NC(=O)Nc2ccncc2)c1	8	11*	7	5	4	5	-15	1	-4	2
CS(=O)(=O)c1ccc(N2CCN(C3CC(=O)NC3=O)CC2)cc1 (stereo not drawn)	-8	-2	-9	3	-7	2	0	-3	-12	6
CN(C)CCOCCOc1ccc(Cl)cc1C(C)(C)C	-7	-4	4	-4	4	5	-9	2	9	7
COC(=O)c1cnn(-c2ccccc2)c1N	-2	-1	2	-3	-1	4	-5	-2	-5	2
Cc1cc(C)n(C(C)CNC(=O)c2ccc3c(c2)OCO3)n1 (stereo not drawn)	-4	3	4	16	-2	6	-20	2	-3	6
Cc1cccc(NC(=S)N(c2ccccc2)C(C)C)c1C	5	-4	-9	4	-5	-2	4	-3	-2	4
COC(=O)c1cccc(Nc2nc(-c3cccnc3)nc3ccccc23)c1	2	-119	-20	-17	10	-87	-11	-9	18	43*
CS(=O)(=O)c1ccc2nc(NC(=O)C3CCCCC3)sc2c1	-2	-1	-4	-12	-7	3	-9	-6	5	3
CCC(C)Sc1nc2c(cnn2-c2ccc(C)c(C)c2)c(=O)[nH]1 (stereo not drawn)	3	-1	-10	1	-3	0	10	-3	-15	-5
COC(=O)C(C(=O)OC)C1OC23CN(S(=O)(=O)c4ccc(C)cc4)C=CC2(C)C3c2ccccc21 (stereo not drawn)	-8	2	12	3	-8	0	1	6	.	.
CC(C)(C)OC(=O)N1Cc2ccccc2C[C@H]1C(=O)NC1CCCC1	-5	2	3	2	5	0	-2	7	-3	0

Screens from PubChem BioAssay.
